# Bioassay records deposited in PubChem BioAssay by Broad Institute.
# CD40 NFkB inh: inhibitors of CD40-induced NF-kB signaling, primary screen, BL2 cells, luciferase reporter, single point; CD40L-induced, 4 h; inhibition, % at 10 µM; 83,000 tested, 0.94% active;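 active = mean inhibition of at least 50% with a set share of replicates also reaching that level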;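 note: 0% = neutral control wells and 100% = IKK inhibitor VII at 50 µM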
# The depositor's hits bear a star; [ ] = dose if it differs, or a comment.
# Start of the data: the first 4 records (preview)
structure	CD40 NFkB inh
CO[C@@H]1CN(C)C(=O)c2ccc(NC(=O)c3ccccc3F)cc2OC[C@@H](C)N(C)C[C@@H]1C	7[25 µM]
CCC1(c2ccccc2)NC(=O)N(CC(=O)N(CC(=O)Nc2ccccc2C(F)(F)F)Cc2ccco2)C1=O (stereo unspecified)	8
CCOc1ccc(N(CC(=O)NC2CCCCCC2)S(=O)(=O)c2c(C)noc2C)cc1	6
COCCn1c(C)cc(C(=O)CN2c3cccc4cccc(c34)S2(=O)=O)c1C	-9

# All compounds of this part (from the top)
structure	CD40 NFkB inh
CO[C@@H]1CN(C)C(=O)c2ccc(NC(=O)c3ccccc3F)cc2OC[C@@H](C)N(C)C[C@@H]1C	7[25 µM]
CCC1(c2ccccc2)NC(=O)N(CC(=O)N(CC(=O)Nc2ccccc2C(F)(F)F)Cc2ccco2)C1=O (stereo unspecified)	8
CCOc1ccc(N(CC(=O)NC2CCCCCC2)S(=O)(=O)c2c(C)noc2C)cc1	6
COCCn1c(C)cc(C(=O)CN2c3cccc4cccc(c34)S2(=O)=O)c1C	-9
CCOc1ccc(N/C(=N/c2nc(C)cc(C)n2)NC(C)=O)cc1	-3
COCC(=O)NC1CCCCCC1	7
COC(=O)C(CCSC)NC(=O)c1cccc([N+](=O)[O-])c1 (stereo unspecified)	-3
CCCNC(=O)N1[C@H](CO)[C@H](c2ccccc2C2=CCCC2)[C@@H]1C#N	42[25 µM]
CC(C)[C@H](NC(=O)NC1CCCC1)C(=O)O	13
CC(OC(=O)CN1C(=O)NC2(CCCC2)C1=O)C(=O)c1ccccc1 (stereo unspecified)	8
CCOc1cc(C(=O)N2CCN(c3ccc(C(C)=O)cc3)CC2)cc(OCC)c1OCC	-1
COc1cccc(/C=N/n2cncn2)c1OCC#N	4
COc1cccc(CN(C)C(=O)c2ccc(NC(=O)CC3SC(N4CCCC4)=NC3=O)cc2)c1OC (stereo unspecified)	7
COc1cccc(S(=O)(=O)N2CC[C@H]3[C@@H](CO)N(C)c4ccc(C#Cc5cccnc5)cc4[C@H]32)c1	-22[25 µM]
COc1ccc2c3c(n(C)c2c1)[C@H](CO)N(C(=O)c1ccncc1)CC31CN(C(C)=O)C1	-9[25 µM]
O=C(CS(=O)(=O)c1ccc(F)cc1)N1CCN(c2ccccc2)CC1	-22
CCC(CC)C(=O)Nc1ccc([N+](=O)[O-])cn1	9
Cc1ccc(C2(C)NC(=O)N(CC(=O)NNC(=O)c3ccccc3)C2=O)cc1 (stereo unspecified)	6
Cc1ccccc1S(=O)(=O)Nc1ccc2c(c1)C(=O)N(C)[C@@H]1CC[C@@H](CC(=O)O)O[C@H]1CO2	-11[25 µM]
CCCn1c(N)c(C(=O)COC(=O)CNC(=O)c2ccccc2OCC)c(=O)[nH]c1=O	0
O=C(O)C1CCC(=O)N(C2CCCCC2)C1c1ccccc1 (stereo unspecified)	5
CC(/C=C/c1ccc2c(c1)OCO2)=N\NC(=O)c1cccc([N+](=O)[O-])c1	-6
CO[C@@H](CN(C)S(=O)(=O)c1ccc(F)cc1)[C@@H](C)CN(C(=O)Nc1ccccc1F)[C@@H](C)CO	-27
CCCCn1nnc(NC(=O)CC23CC4CC(CC(C4)C2)C3)n1	-8
CCOC(=O)N1CCN(C(=O)c2cc3c(=O)n(C)c4ccccc4c3n2C)CC1	-5
CCOC1=NS(=O)(=O)c2ccccc21	13
O=C(Cn1cc(C(=O)c2cccs2)c2ccccc21)NCc1ccc2c(c1)OCO2	-1
Cc1ccc(S(=O)(=O)N2CCOCC2)cc1C(=O)NC1CCCC1	4
CO[C@@H](CN(C)C(=O)c1ccccc1F)[C@H](C)CN([C@H](C)CO)S(=O)(=O)c1ccccc1	-1
Cc1ccc(OCCSc2nnc(NC(=O)c3ccco3)s2)cc1	10
CCN(CC)CCNC(=O)c1ccc(Cl)c(S(=O)(=O)Nc2ccc(Cl)cc2)c1	3
COc1cc2c(cc1OC)CN(CC(=O)Nc1ccccc1C(=O)NC1CC1)CC2	3
CC1(c2ccccc2Cl)NC(=O)N(CC(=O)Nc2ccc3c(c2)OCO3)C1=O (stereo unspecified)	15
Cc1nn(C(C)C(=O)O)c(=O)c2c1sc1ccccc12 (stereo unspecified)	11
CCOc1cc(NC(=S)NCc2ccco2)c(OCC)cc1NC(=O)c1ccco1	10
C[C@@H]1CN([C@@H](C)CO)C(=O)c2ccccc2-c2ccccc2CO[C@H]1CN(C)S(=O)(=O)c1cccc(C#N)c1	1[25 µM]
O=C1OCC/C1=C\NCCCN/C=C1\CCOC1=O	4
NC(=O)c1[nH]cnc1N=NN(CCO)Cc1ccccc1	1
O=C(NN1C(=O)c2ccccc2NC1c1ccoc1)c1ccc([N+](=O)[O-])cc1 (stereo unspecified)	1
Cc1cnc(C(=O)N2CCN(S(=O)(=O)c3cccc(Br)c3)CC2)cn1	9
N#Cc1ccc(-c2ccc3c(c2)[C@@H]2[C@@H](CCN2C(=O)C2CC2)[C@@H](CO)N3)cc1	-17
CCc1nc(N2[C@H](C#N)[C@@H](c3ccccc3-c3ccccc3C)[C@H]2CO)sc1C	0[25 µM]
CN(C)CC(=O)N1[C@H](C#N)[C@H](c2ccc(C#CC3CCCC3)cc2)[C@@H]1CO	-2
COCCn1c(C)cc(C(=O)COC(=O)c2cc3c(s2)CCC3)c1C	-81
Cc1ccc(C(=O)Nc2cccc(-c3ccc(N4CCOCC4)nn3)c2)cc1[N+](=O)[O-]	-61
CN(c1ccc(C(=O)COC(=O)C2CC2)cc1)S(C)(=O)=O	6
CCSc1cc(C)nc2ncnn12	9
CCOC(=O)N1CCC(NS(=O)(=O)c2ccc3c(c2)C(C)(C)C(=O)N3C)CC1	11
CCN1CCc2nc3sc(C(=O)Nc4cccnc4Cl)c(N)c3cc2C1	-18
Cc1nc(NCc2ccco2)c(C#N)c2c1COC(C)(C)C2	-1
CN1CCN(S(=O)(=O)c2ccc(N(C)Cc3ccc(C(F)(F)F)cc3)c([N+](=O)[O-])c2)CC1	6
CN(C)C(=O)c1cc2c(c(-c3cccc(-c4ccccc4)c3)n1)[C@H](CCO)N([S@@](=O)C(C)(C)C)C2	23
Cc1ccc(S(=O)(=O)Nc2ccc3c(c2)C(=O)N([C@@H](C)CO)C[C@@H](C)[C@H](CN(C)C(=O)Nc2cccc4ccccc24)OCCCC[C@H](C)O3)cc1	9
Cc1ccc(N(CC(=O)NC2CCCC2)C(=O)c2ccc(C)s2)cc1	4
CC(=O)c1cccc(NC(=O)Nc2csc3c2CCCC3)c1	-13
O=C(NCC[C@H]1CC[C@@H](NC(=O)c2ccncc2)[C@H](CO)O1)Nc1ccc(Cl)cc1	-20[25 µM]
O=S(=O)(c1c(Cl)cc(Br)cc1Cl)N1CCN(C(=S)NC2CC2)CC1	-1
COc1ccc(CCNC(=O)c2ccc(Cl)cc2)cc1OC	9
O=C(O)CC(NC(=O)C12CC3CC(CC(C3)C1)C2)c1ccc2c(c1)OCO2 (stereo unspecified)	1
CCCCCCCn1c(C)nnc1-c1cnn(C)c1N	-3

# New compounds follow:
structure	CD40 NFkB inh
O=c1oc2c(CN3CCN(CCO)CC3)c(O)ccc2cc1-c1ccccn1	3
CCCCC(=O)Nc1ccc(C(N)=O)cc1	-1
COc1ccc(NC(=O)COC(=O)c2ccc([N+](=O)[O-])o2)cc1Cl	7
CC1(C)CC(=O)C(CC(=O)c2ccccc2)=C(NN=C(N)N)C1	-17
COCC(=O)NC[C@H]1[C@@H](c2ccc(C3=CCCC3)cc2)[C@H](CO)N1C(=O)C1CC1	12[25 µM]
O=C(CCC(=O)N1CCSc2ccccc21)NCc1ccccc1	-9
CC(C)NC(=O)N(C)C[C@@H]1Oc2ccc(NS(C)(=O)=O)cc2C(=O)N(C)C[C@H]1C	5
CCCS(=O)(=O)c1c(S(=O)(=O)CCC)c2cc(CC)ccn2c1C(=O)OC	28
C[C@H]1CN([C@@H](C)CO)C(=O)c2c(c3ccccc3n2C)-c2ccccc2CO[C@H]1CN(C)C(=O)c1ccccc1	21
CC(=O)c1cccc(OCc2cc(C(=O)NC3CCN(Cc4ccccc4)CC3)no2)c1	25
Cc1cccc2c(=O)cc(C(F)(F)F)[nH]c12	12
COc1ccc2c3c(n(C)c2c1)[C@@H](CO)N(C(=O)NC(C)C)CC31CCN(Cc2nccs2)CC1	9[25 µM]
COc1ccc(NC(=O)CSCC(=O)Nc2ccccc2N2CCCC2)cc1	14
C[C@H](CO)N1C[C@H](C)[C@H](CN(C)S(=O)(=O)c2cn(C)cn2)Oc2ccc(NC(=O)C3CC3)cc2CC1=O	4[25 µM]
C[C@@H](O)C#Cc1ccc([C@H]2[C@@H](CO)N3CCCCN(C(=O)c4ccc5c(c4)OCO5)C[C@H]23)cc1	-4[25 µM]

# 2 entries from above in another layout:
CD40 NFkB inh	SMILES
12	Cc1cccc2c(=O)cc(C(F)(F)F)[nH]c12
9[25 µM]	COc1ccc2c3c(n(C)c2c1)[C@@H](CO)N(C(=O)NC(C)C)CC31CCN(Cc2nccs2)CC1

# (listing goes on)
structure	CD40 NFkB inh
CC1(C)Cc2c(c(N3CCOCC3)nc3snc(NC(=O)c4ccccc4)c23)CO1	2
c1cc2nncn2nc1N1CCCC1	12
CCC(C)NC(=O)c1ccc(N2CC3CC(C2)c2cccc(=O)n2C3)c(NC(=O)c2c(F)cccc2F)c1 (stereo unspecified)	-10
CC(Oc1ccccc1)c1ccnc2nc(/N=C/N(C)C)nn12 (stereo unspecified)	12
O=C(CN1CCN(CN2C(=O)NC3(CCCCCC3)C2=O)CC1)Nc1cccc(F)c1	2
O=C(COc1ccccc1)Nc1cccc(-c2nnc(-c3ccccc3)o2)c1	-10
COCCNC(=O)c1ccc2ccccc2n1	-8
O=C(Nc1cccc(C(F)(F)F)c1)c1scc2c1OCCO2	-3
C[C@H](CO)N1C[C@H](C)[C@H](CN(C)C(=O)Nc2cccc(Oc3ccccn3)c2)OCc2cnnn2CCCC1=O	5[25 µM]
COc1ccc(-c2ccc(-c3noc(-c4ccccc4)n3)c(OC)n2)cc1	-4
O=C(NCCCN1CCCC1=O)c1ccc(S(=O)(=O)Nc2ccccc2F)cc1	-2
O=C(C[C@H]1C[C@H]2c3cc(NS(=O)(=O)c4ccc(F)cc4)ccc3O[C@H]2[C@@H](CO)O1)NC1CCCC1	6
c1ccc(-c2cn3ccccc3n2)cc1	3
O=C(CN1CCN(c2ccccn2)CC1)N1CCc2ccccc21	-10
CS(=O)(=O)N1CCC(C(=O)Nc2ccccc2Sc2ccccc2)CC1	21
C/C=C/c1ccc([C@H]2[C@@H](CN(C)C(C)=O)N(C(=O)NC(C)C)[C@H]2CO)cc1	6[25 µM]
COc1ccc(CCNC(=O)CSc2nc3[nH]ncc3c(=O)n2-c2ccccc2Br)cc1OC	-12
CCCCNC(=O)COC(=O)c1ccc(N(C)C)cc1	10
CC(C)N=C(NS(=O)(=O)c1ccc(Br)cc1)c1ccc(Cl)cc1	6
CCOc1ccc(C(=O)C(C)OC(=O)C2CCN(c3ccc(C(F)(F)F)cn3)CC2)cc1 (stereo unspecified)	7
O=C(O)CCCCCNc1ncnc2ccc(Br)cc12	-2

# Some of the entries above in another layout.
C/C=C/c1ccc([C@H]2[C@@H](CN(C)C(C)=O)N(C(=O)NC(C)C)[C@H]2CO)cc1
  CD40 NFkB inh = 6[25 µM]

O=C(O)CCCCCNc1ncnc2ccc(Br)cc12
  CD40 NFkB inh = -2

# The list is partial, so the mix of outcomes need not match the whole.
